Source: PubChem BioAssay
EPAC2 ag: qHTS for Agonist of cAMP-regulated guanine nucleotide exchange factor 4 (EPAC2): primary screen. hit rate 0.079% among 360,000. Potency, µM (series often up to 154 µM), without a hit: top-dose activation, hits mostly activators. EPAC2 activation, biochemical qHTS; response scale: 100% = 6.5 mM cAMP response. Rap guanine nucleotide exchange factor 4 (Homo sapiens), Q8WZA2; further: potency means the concentration at half of the fitted maximal effect; nearly all actives have a fitted effect of over 50% in size
Target sequence (Q8WZA2 whole entry, looked up): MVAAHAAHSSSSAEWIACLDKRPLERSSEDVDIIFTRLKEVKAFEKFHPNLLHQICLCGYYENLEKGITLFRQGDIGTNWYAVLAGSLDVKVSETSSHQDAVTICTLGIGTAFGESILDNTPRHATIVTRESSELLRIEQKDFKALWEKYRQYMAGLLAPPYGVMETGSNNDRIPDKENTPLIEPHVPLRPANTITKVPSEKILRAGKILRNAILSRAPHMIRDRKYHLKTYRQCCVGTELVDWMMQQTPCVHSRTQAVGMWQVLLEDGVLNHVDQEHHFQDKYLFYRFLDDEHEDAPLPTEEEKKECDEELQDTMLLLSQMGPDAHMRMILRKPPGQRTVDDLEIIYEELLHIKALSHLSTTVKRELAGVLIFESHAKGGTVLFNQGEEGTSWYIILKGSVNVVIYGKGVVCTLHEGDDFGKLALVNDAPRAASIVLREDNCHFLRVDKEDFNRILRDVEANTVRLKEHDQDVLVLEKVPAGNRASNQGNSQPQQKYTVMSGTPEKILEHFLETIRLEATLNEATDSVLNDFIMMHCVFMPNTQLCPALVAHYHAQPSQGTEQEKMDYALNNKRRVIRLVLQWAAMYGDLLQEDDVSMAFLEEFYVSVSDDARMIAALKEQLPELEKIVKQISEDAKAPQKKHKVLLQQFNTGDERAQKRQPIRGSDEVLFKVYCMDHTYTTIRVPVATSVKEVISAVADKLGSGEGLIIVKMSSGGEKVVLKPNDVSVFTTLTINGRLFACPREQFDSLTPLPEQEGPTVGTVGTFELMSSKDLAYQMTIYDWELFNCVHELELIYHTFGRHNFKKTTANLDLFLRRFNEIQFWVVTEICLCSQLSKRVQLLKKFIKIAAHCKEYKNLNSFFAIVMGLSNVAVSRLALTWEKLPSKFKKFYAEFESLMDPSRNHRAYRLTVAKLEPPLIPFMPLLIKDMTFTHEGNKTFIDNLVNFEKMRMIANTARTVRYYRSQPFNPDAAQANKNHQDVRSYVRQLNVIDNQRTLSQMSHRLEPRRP
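Setup: EPAC2 100 nM, labeled Rap1B complex 250 nM, free GDP 50 uM. Compound titrations pinned in, brief spin, 5 min room temperature incubation. Kinetic fluorescence read over 30 min, normalized to 6.5 mM cAMP.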
WRN helicase inh: qHTS for Inhibitors of WRN Helicase | WRN helicase unwinding, fluorescent forked duplex, kinetic | Potency, µM (highest dose often 114 µM), for inactives: at the top dose activity change, negative = inhibition, hits mostly inhibitors | hit rate 0.46% among 360,000; further: potency means the concentration at half of the fitted maximal effect; on the % scale 0 is the no-effect control and ±100 the full control effect; nearly all actives have a fitted effect of over 55% in size
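WRN at 20 nM final preincubated with compound 15 min at room temperature; reaction started with 100 nM fluorophore/quencher forked duplex oligonucleotide and 2 mM ATP final. Unwinding followed kinetically by red fluorescence (ex 525, em 598 nm).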
EPAC1 antagonist: qHTS for Antagonist of cAMP-regulated guanine nucleotide exchange factor 3 (EPAC1): primary screen. EPAC1 GEF assay, Rap1b-BODIPY-GDP exchange fluorescence. Potency, µM (titrated, usually from 115 µM), without a hit: top-dose activity change, negative = inhibition, hits mostly inhibitors. hit rate 0.14% among 360,000. AID 720709, 2013;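 further: potency means the concentration at half of the fitted maximal effect; plate controls were vehicle for no effect and positive control for full effect; nearly all actives have a fitted effect of over 50% in size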
CCT modulator: High-Throughput Screening for Modulators of Cytosolic Chaperonin Activity; activity change, % (test concentration not listed), hits read low; purified chaperonin ATPase assay, HTRF ADP detection, 30 min; AID 651819, 2012; hit rate 0.3% among 360,000; in the data active means activity change below about -30%; further: on the % scale 0 is the no-effect control and ±100 the full control effect
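TRiC (40 or 20 nM final, by batch activity) in 30 mM Tris pH 7.4, 100 mM KCl, 5 mM MgCl2, 1 mM DTT was treated with compound at 76 uM single dose, then 10 uM ATP, 30 min at 37 °C. ADP was read by HTRF Transcreener.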
PI5P4K alpha inh: qHTS for Inhibitors of phosphatidylinositol 5-phosphate 4-kinase (PI5P4K); AID 652105, 2013; max response, %; PI5P4Kalpha enzyme, ADP-Glo luminescence, 60 min; stronger effect = lower value; hit rate 1.2% among 330,000; active means max response of -50% or lower; inconclusive means between -30% and -50%; inactive means -30% or higher; further: value at the top dose of about 77 µM; on the % scale 0 is the no-effect control and ±100 the full control effect
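qHTS, 1536-well: enzyme/substrate mix, compound by pin tool, 5 microM ATP final; RT 60 min; ADP-Glo reagents 1 (45 min) then 2 (30 min); luminescence.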
IL-2 act: qHTS of IL-2 Activators; IL-2 activation reporter assay, cell-based qHTS; stimulated with anti-CD3/CD4/CD28 beads; in transgenic mouse T cells; activation, % (series mostly up to about 46 µM); hit rate 0.065% among 360,000; in the data active means activation above about 50%; inconclusive means mostly about 30% to 49%; further: 0% is about no effect
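Readout is EGFP and DsRed signal by fluorescent plate cytometry after 18 h at 37 degrees C. Transgenic mouse T cells (750/well) received compound for 60 min before bead stimulation (anti-CD3, anti-CD4, anti-CD28); memory T cells served as non-tolerant control.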
EPAC1 agonist: qHTS for Agonist of cAMP-regulated guanine nucleotide exchange factor 3 (EPAC1): primary screen. hit rate 0.073% among 360,000. Rap guanine nucleotide exchange factor 3 (Homo sapiens), O95398. Potency, µM (top dose mostly 154 µM), inactives show at the top dose activation, actives largely listed as activators. AID 720707, 2013. EPAC1 agonist qHTS, biochemical assay; response scale: 100% = response to 6.5 mM cAMP; further: potency means the concentration at half of the fitted maximal effect; nearly all actives have a fitted effect of over 60% in size
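Fluorescent GDP-exchange assay: 100 nM EPAC1 with 250 nM Rap1B preloaded with BODIPY-GDP and 50 uM GDP; compounds tested as concentration series, 5 min at room temperature, then read every 5 min for 30 min (ex 480/em 540 nm); normalized to 6.5 mM cAMP.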
PLK1 PBD inh: qHTS for Inhibitors of PLK1-PDB (polo-like kinase 1 - polo-box domain): Primary Screen; Serine/threonine-protein kinase PLK1 (Homo sapiens), P53350; Plk1 PBD binding of FITC phosphopeptide, fluorescence polarization; Potency, µM, for the others: max response, negative = inhibition, hits mostly inhibitors; hit rate 2.8% among 360,000; AID 720504, 2013; further: potency means the concentration at half of the fitted maximal effect; series mostly up to about 57 µM; on the % scale 0 is the no-effect control and ±100 the full control effect; nearly all actives have a fitted effect of over 65% in size
* hit, by the source's call; ? = inconclusive; · = not tested or not shown; [ ] = remark or other dose. Unless noted, the call rests on the fitted dose curve; in most records, active means well fitted curve in the direction sought with a large enough effect; inconclusive means small, poorly fitted or top-dose-only effect, or another doubt; inactive means no such curve, though single readings can be large; an effect the other way counts as inactive or inconclusive. Some of the compounds tested, so the mix of outcomes need not match the whole.

Below each SMILES – EPAC2 ag, WRN helicase inh, EPAC1 antagonist, CCT modulator, PI5P4K alpha inh, IL-2 act, EPAC1 agonist, PLK1 PBD inh
CC(C)c1ccc(NC(=O)CSc2nc3ccsc3c(=O)n2Cc2ccc(C(=O)O)cc2)cc1
→ -3%, -16%, -15%, 0.9, 9, 0.1, -1%, -21%
COc1ccc(Cn2nnnc2C(c2cccs2)N2CCN(c3ccc([N+](=O)[O-])cc3)CC2)cc1 (stereo not drawn)
→ 7%, -3%, 7%, -0.5, 6, 0.2, 6%, -9%
Cc1ccc(Cn2c(O)c(N=O)c3ccccc32)cc1
→ 10%, -5%, 7%, -5.7, 0, -1.6, -2%, -7%
O=C(O)CCc1nn2c3ccccc3n(Cc3ccccc3F)c2nc1=O
→ 1%, 4%, 12%, -2.1, 3, -0.4, 7%, 27µM*
COCCNC(=S)N/N=C/c1ccc(OCc2ccc(C(=O)OC)cc2)cc1
→ 3%, -1%, 0%, -6.8, 2, -2.1, 2%, -3%
COC(=O)c1c(NC(NC(=O)C(C)C)C(Cl)(Cl)Cl)sc2c1CCC2 (stereo not drawn)
→ 3%, -2%, -23%, -2.7, 0, -3.2, 5%, -6%
CN(C)CCCNC(=O)C(=O)NCC1CCCO1 (stereo not drawn)
→ 0%, -3%, 2%, 2.6, 10, 2.2, 5%, -8%
COc1ccc(-n2cnnc2SCc2ncc(-c3ccccc3)o2)cc1
→ 2%, 0%, 6%, 0.9, -1, -3.7, 3%, -9%
CC(C)c1ncc(C(O)c2cccc3ccccc23)n1C (stereo not drawn)
→ -6%, -15%[57.1 µM], 5%, -1.4, 1, -1.9, -8%, 0%
COc1ccccc1N1CCN(C(=O)CSc2nc3ncnc(N)c3[nH]2)CC1
→ 12%, -3%, 2%, 1.3, ·, 3.4, 6%, 1%
Cc1cc(=O)[nH]c(SCC(=O)N2CCCC(C)C2)n1 (stereo not drawn)
→ 5%, 8%, 5%, 0.5, 2, -0.2, 10%, -15%
COc1ccc(Nc2nnc(-c3ccc(C(N)=O)cc3)c3ccccc23)cc1
→ 22%, -24%, -2%, -0.2, 1, 1.5, 0%, 5%
Nc1ccccc1SCC1CSc2nc3ccccc3c(=O)n21 (stereo not drawn)
→ 9%, -6%, -1%, 0.1, -1, 0.2, 12%, -3%
Cn1c(SC/C=C/c2ccccc2)nnc1-c1cnccn1
→ -56%[inhibitor], 6%, -3%, -3.3, -6, -0.3, 10%, -12%
Cc1ccc(NC(=O)C2(C)CCCN(C(C)C)C2)cc1C (stereo not drawn)
→ -3%, 3%, 5%, -3.5, -7, 0.3, -17%, 1%
COc1ccc(C(=O)NCC(=O)OCC(=O)Nc2cc([N+](=O)[O-])ccc2F)cc1
→ -1%, -5%, 0%, -2.7, 5, -1.1, 5%, -19%
COc1ccccc1-n1nnnc1SCC(=O)N1CCCC1=O
→ -6%, 4%, 2%, -0.4, 1, -1.4, 2%, 3%
CSc1ncccc1C(=O)OCC(=O)Nc1cccc(S(=O)(=O)N2CCOCC2)c1
→ 10%, 5%, -20%, -0.4, 0, -0.5, 9%, -4%
Cc1ccc(C(=O)NCCc2c[nH]c3ccccc23)c(C)c1
→ 15%, 7%, -2%, 0.9, 0, 0.1, -8%, -8%
Cc1nnc(SCCn2c(N(C)Cc3ccccc3)nc3c2c(=O)[nH]c(=O)n3C)s1
→ 12%, 1%, -2%, -0.6, 1, -3.3, 1%, -23%

Overlap with the part before: two entries; new compounds follow.
Below each SMILES – EPAC2 ag, WRN helicase inh, EPAC1 antagonist, CCT modulator, PI5P4K alpha inh, IL-2 act, EPAC1 agonist, PLK1 PBD inh
Cc1ccc(C(=O)NCCc2c[nH]c3ccccc23)c(C)c1
→ 15%, 7%, -2%, 0.9, 0, 0.1, -8%, -8%
Cc1nnc(SCCn2c(N(C)Cc3ccccc3)nc3c2c(=O)[nH]c(=O)n3C)s1
→ 12%, 1%, -2%, -0.6, 1, -3.3, 1%, -23%
CCCC(C)NC(=O)CSc1nc(-c2ccccc2)cn1N (stereo not drawn)
→ 3%, 8%, 9%, 0.0, -12, 0.8, -7%, 27µM*
O=C(COC(=O)Cc1n[nH]c(=O)c2ccccc12)Nc1c(Cl)cccc1C(F)(F)F
→ 1%, -15%, -27%, 0.6, 2, -0.4, 2%, -11%
Cc1nn(C)c(C(=O)NNC(=O)NC2CCCCC2)c1Cl
→ -2%, 8%, 21%, 1.2, -1, 1.9, -9%, 1%
Fc1ccc2c(Cl)c(-c3nnc(-c4cccs4)o3)sc2c1
→ 6%, 0%, 3%, 0.5, 1, -0.7, 3%, -3%
COc1ccc(-c2onc(C)c2C)cc1S(=O)(=O)NCCc1ccco1
→ 3%, -7%, ?, -0.1, 6, -0.1, 6%, -7%
CC(=O)NC(Cc1ccc(F)cc1)C(=O)NC1CCN(C(=O)NCc2ccccc2)CC1 (stereo not drawn)
→ 3%, -2%, -18%, 1.0, -6, -1.8, -11%, 3%
CC(=O)Nc1ccc(NC(=O)C2CCN(C(=O)c3ccc([N+](=O)[O-])cc3)CC2)cc1
→ 6%, -2%, -1%, 0.8, 4, -0.8, 0%, -11%
COc1ccc(CCNC(=O)C2(C)CCC(=O)N2Cc2ccc3c(c2)OCO3)cc1OC (stereo not drawn)
→ -3%, 4%, 2%, -0.8, 2, -2.6, -11%, 2%
Cc1nc(SCC(=O)NCCc2ccccc2)c2oc3ccccc3c2n1
→ 3%, 2%, -10%, -1.0, 1, -1.9, -3%, -12%
Cc1ccc(C2=NNC(=Nc3ccc(F)cc3)SC2)cc1
→ 2%, -17%, ?, 0.4, -7, -2.7, 8%, ?
CCC(=O)c1ccc(NC(C)=O)cc1O
→ 8%, -3%, -1%, 0.7, 0, 0.1, -10%, -5%
CCc1ccc(N(CC(=O)NCc2ccco2)C(=O)CCC(=O)Nc2nccs2)cc1
→ -1%, 8%, 11%, -1.1, -7, 0.0, -3%, -4%
CCNC(=O)C1CC(=O)N(Cc2ccc(F)cc2)C(=Nc2ccc(OC)cc2)S1 (stereo not drawn)
→ -4%, 0%, 8%, -8.1, ·, -1.9, -8%, -2%
Cc1ccccc1NC(=S)NCCSc1ccc(Cl)cc1
→ 18%, -16%, ?, -2.1, -2, -4.2, 17%, -7%
CC(=O)Nc1ccc(N/C=C/C(=O)C(C)(C)C)cc1
→ 7%, 13%, 9%, -1.7, ·, -0.9, 14%, -7%
CC1=NC(C)Cc2ccccc21 (stereo not drawn)
→ -12%, -24%[57.1 µM], 4%, -0.3, 2, 0.6, 0%, -11%
Cc1nc(-c2ccc(Cl)cc2)sc1C1(C)CC(c2cccnc2)=NO1 (stereo not drawn)
→ 12%, 1%, -2%, -1.8, 4, -0.8, -4%, -13%
CCOC(=O)c1cnc2ccccc2c1Nc1cccc(C(=O)O)c1
→ 2%, 2%, 5%, -1.4, -9, 80*, -6%, -23%
CC1CCC(NC(=O)CN(C)S(=O)(=O)c2cnc[nH]2)CC1 (stereo not drawn)
→ -1%, -2%, -18%, -0.9, 0, -2.3, -4%, 1%
OCOCCCn1c(C2CCCN2c2nc(-c3ccc(F)cc3)cs2)nc2cc(Cl)c(N3CCCCC3)cc21 (stereo not drawn)
→ 4%, 2%, -29%, -3.4, -4, -2.5, 9%, -18%
COc1ccc(CCNC(=O)c2ccc(CNS(=O)(=O)c3ccccc3)cc2)cc1OC
→ -5%, 1%, -16%, -4.0, 2, -2.8, 13%, -21%
COc1cc(CCN=Cc2cc(Cl)cc(Cl)c2O)c([N+](=O)[O-])cc1OC
→ -4%, 5%[57.1 µM], -19%, 0.2, -12, 0.5, -17%, -8%
CCOC(=O)CCc1ccc(NC(=O)/C=C/c2ccc([N+](=O)[O-])o2)cc1
→ -9%, -10%, 3%, 1.2, -19, -7.6, -7%, -10%
Cc1ccc(C2N(C)c3ccccc3-c3nc4ccccc4n32)o1 (stereo not drawn)
→ 29%, -18%, -14%, -0.8, ·, -1.0, 20%, -3%
COc1cccc(/C=N/Nc2cc(N3CCOCC3)ncn2)c1O
→ 1%, -8%[57.1 µM], -10%, -2.3, -98*, -1.9, 4%, 1%
Cc1cc(NC(=O)Cc2ccc(Br)cc2)no1
→ -1%, 1%, -3%, -8.7, 2, 2.1, 2%, 0%
Cc1ccccc1C1CC(c2ccccc2)Nc2ncnn21 (stereo not drawn)
→ 6%, 2%, -4%, -0.8, 4, -1.3, 7%, 0%
Nc1nc(SCC(=O)NCc2ccccc2)[nH]c(=O)c1NC(=O)c1ccccc1F
→ -2%, -25%, 16%, 1.5, 1, -0.4, 4%, -4%
CC1(C(=O)NS(=O)(=O)C2CC2)CCN(C(=O)c2ccccc2C(F)(F)F)C1 (stereo not drawn)
→ 10%, 3%, -21%, -0.8, -4, 0.0, -13%, -17%
Cn1cc(/C=C/C(=O)N2CCCC(C(=O)c3ccc(C(C)(C)C)cc3)C2)cn1 (stereo not drawn)
→ -9%, -8%, 0%, 1.4, 4, -1.2, -3%, 0%
COc1ccc(Cl)cc1N1C(=NC(=O)C2CCCCC2)SC2CS(=O)(=O)CC21 (stereo not drawn)
→ 2%, 1%, 5%, -0.8, -3, 2.8, 3%, -13%
O=C(Oc1ccc(/C=N/NC(=O)c2ccccc2F)cc1)c1ccccc1
→ 7%, -1%, 8%, 0.7, -2, 5.6, 7%, -7%
CCN(CC)C(=O)C1=C(C)N(CCCN2CCCC2=O)C(=O)C(CC(=O)NC2CCCCC2)C1 (stereo not drawn)
→ -7%, 1%, -21%, 2.4, 1, 0.2, -5%, 2%
COc1ccc(NS(=O)(=O)c2cccc(C(=O)NCCCn3ccnc3)c2)cc1
→ 0%, -7%, 1%, 0.6, -4, -1.6, 2%, 6%
N#Cc1c(N)nc2c(c1-c1ccco1)CCCCC2
→ 3%, -19%, 1%, -2.3, ·, 1.1, -2%, -15%
CC(=O)c1c(C)[nH]c(C(=O)Nc2ccc3c(c2)OCCO3)c1C
→ 3%, 0%, 9%, 0.1, 0, -1.4, 1%, -2%
N[C@@H](Cc1ccccc1)c1nnc2sc(SCc3ccccc3)nn12
→ -10%, 6%, 8%, -0.5, -10, -1.1, -4%, -19%
CC(NC(=O)c1cccs1)C(c1cccs1)N1CCN(c2ccccc2)CC1 (stereo not drawn)
→ 13%, -9%, 13%, -0.7, ·, 3.1, 14%, -5%
